Compound activity from PubChem.
OXTR ag: activates the human oxytocin receptor; CHO-OTR cells, Fluo-8 calcium fluorescence; normalized: DMSO 0%, oxytocin 100%; 320,000 tested, 0.32% active; P30559; AID 2435; activation, % at 3 µM;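 active = activation above the mean of all tested compounds plus 3 SD, cutoff set per screening run, cut at about 20% in these data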;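 note: peak over basal fluorescence ratio from a 100 s FLIPR kinetic read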
Target sequence (P30559 whole entry, looked up): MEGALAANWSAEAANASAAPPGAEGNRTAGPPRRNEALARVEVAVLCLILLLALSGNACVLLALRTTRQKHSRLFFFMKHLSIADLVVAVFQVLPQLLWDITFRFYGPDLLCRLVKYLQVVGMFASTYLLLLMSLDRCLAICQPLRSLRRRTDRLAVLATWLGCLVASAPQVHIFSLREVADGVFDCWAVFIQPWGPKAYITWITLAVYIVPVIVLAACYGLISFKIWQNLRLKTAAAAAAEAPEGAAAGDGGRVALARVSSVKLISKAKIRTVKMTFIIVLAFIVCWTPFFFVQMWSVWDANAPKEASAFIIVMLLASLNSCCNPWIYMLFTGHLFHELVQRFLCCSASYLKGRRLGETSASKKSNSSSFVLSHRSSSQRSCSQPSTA
M18AAP inhibitor: PfM18AAP enzyme inhibition; recombinant PfM18AAP, H-Glu-NHMec fluorogenic cleavage; inhibition, % at 7.35 µM; 290,000 tested, 1.2% active; AID 1822;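 active = inhibition above the campaign mean inhibition over all tested compounds plus 3 SD, cut at about 28% in these data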;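 note: 0% = plate median of test compound wells and 100% = 2 mM ZnCl2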
MEKK2 WT-MEK5: raises or lowers MEK5 binding to wildtype human MEKK2 PB1 domain | Q9Y2U5 | bead flow cytometry, Alexa488-MEK5 binding to MEKK2 WT; actives lie on both sides | binding response (% of control), % at 10 µM | 290,000 tested, 1.1% active | AID 1531; in the data active = binding response below about 67% or above about 130%
PHOSPHO1 inh: blocks human PHOSPHO1 phosphatase activity. inhibition, % at 13.3 µM. AID 1565. Q8TCT1. 290,000 tested, 1.1% active. recombinant PHOSPHO1, absorbance phosphatase assay; in the data active = inhibition above about 60%
Target sequence (Q8TCT1 whole entry, looked up): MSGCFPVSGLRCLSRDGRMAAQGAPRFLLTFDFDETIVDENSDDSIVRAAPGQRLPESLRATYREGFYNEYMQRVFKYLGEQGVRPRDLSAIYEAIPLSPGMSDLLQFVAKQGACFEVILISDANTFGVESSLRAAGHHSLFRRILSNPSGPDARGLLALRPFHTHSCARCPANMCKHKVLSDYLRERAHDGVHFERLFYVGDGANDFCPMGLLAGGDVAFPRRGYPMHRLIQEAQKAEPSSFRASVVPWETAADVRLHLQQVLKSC
FID counter: counter-screen for HCV NS3 helicase inhibitors: DNA intercalator displacement. 290,000 tested, 0.17% active. inhibition, % at 7.9 µM. DNA fluorescent intercalator displacement, fluorescence; in the data active = inhibition above about 37%;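 note: 0% = vehicle and 100% = reference compound; higher means more ethidium bromide displaced from hairpin DNA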
MEKK2mut PB1 HTS: signal of MEK5 binding to mutant human MEKK2 PB1 domain; bead flow cytometry, Alexa488-MEK5 binding to MEKK2 mutant; percent response, % at 10 µM; 290,000 tested, 0.35% active; AID 1530; in the data active = percent response above about 24%, passing the limit was not always enough; note: inactives centre near 1; some results filed as inactive read as strong as hits; reference of the scale not given here
GPR7 antag: antagonists of human GPR7 (neuropeptides B/W receptor 1); GPR7-expressing cells, fluorescence antagonist assay; inhibition, % at 4.4 µM; P48145; 290,000 tested, 1.1% active; in the data active = inhibition above about 16%, passing the limit was not always enough;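 note: cells stimulated with the agonist NPW; 0% = agonist with vehicle and 100% = vehicle without agonist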
NALP1 inh: NALP1 inhibition | 280,000 tested, 0.61% active | inhibition, % at 10 µM | S. cerevisiae NALP1/ASC/caspase-1 growth, X-gal OD620, 72 h | AID 2071; in the data active = inhibition mostly above about 24%, no sharp cut-off; inactive = mostly below about 32%; note: some compounds called inactive have numbers as strong as hits
MEKK3 PB1 HTS: raises or lowers MEK5 binding to the human MEKK3 PB1 domain; 290,000 tested, 1.4% active; binding response (% of control), % at 10 µM; Q99759; bead-based flow cytometry, Alexa488-MEK5 binding to MEKK3; actives lie on both sides; 0 = blocked by unlabeled MEK5, 100 = vehicle;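 active = binding response more than 3 SD above or below the average of its plate-row segment, actives on both sides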;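 note: Alexa488 bead fluorescence after subtracting the streptavidin-only scavenger bead signal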
An asterisk follows results filed as active; · = not tested or not shown; [ ] = another dose, or the depositor's remark.

nr	compound	OXTR ag	M18AAP inhibitor	MEKK2 WT-MEK5	PHOSPHO1 inh	FID counter	MEKK2mut PB1 HTS	GPR7 antag	NALP1 inh	MEKK3 PB1 HTS
1	Cc1ccc(S(=O)(=O)N(c2ccc(Br)cc2)C2C=CS(=O)(=O)C2)cc1 (stereo unspecified)	-1.6	-6	95	34	-22	-2	5	4	102
2	Cc1cc(C)c(S(=O)(=O)N2CCOCC2)cc1C	-1.3	-4	100	32	-12	1	-4	18	100
3	O=C(COC(=O)c1cccs1)NCc1cccs1	-0.1	-7	95	-12	-2	-1	-4	15	100
4	CC1(C)C=C(c2ccc(C=O)s2)CC(C)(C)N1C=O	0.1	5	97	-3	-5	-3	3	26	97
5	Cc1cc2c(cn1)C(CCC#N)(CCC#N)c1ccccc1-2	0.7	-3	108	19	-3	3	-15	10	108
6	Cc1ccc(N(C)C(=O)N2CCN(S(=O)(=O)c3ccc(C)cc3)CC2)cc1	-1.6	-7	101	-1	-30	1	-4	18	98
7	CN1CCCC1CCNc1ccc2sc3ccccc3c(=O)c2c1 (stereo unspecified)	6.3	·	121	·	·	4	·	·	103
8	O=C1CN(C(=S)NC(=O)c2ccc(-c3ccccc3)cc2)CCN1	0.3	4	106	-49	-13	1	-5	-24	100
9	CCCCC(c1nnnn1C(C)C)N1CCN(C(=O)c2ccco2)CC1 (stereo unspecified)	1.0	-16	96	32	-9	-6	11	22	96
10	CCN(CC)c1ccc(S(=O)(=O)N2CCOCC2)cc1NC(=O)CSc1n[nH]c(N)n1	-0.2	-4	102	-8	-2	3	-13	2	107
11	O=C(Nc1c(C(=O)N2CCCCC2)cnn1-c1ccccc1)c1ccco1	0.2	11	101	2	1	-2	-13	12	98
12	CCN(CC)C(=O)c1sc(NC(=O)c2ccc3c(c2)OCO3)c(C(N)=O)c1C	-0.4	-1	105	4	-21	2	-4	6	100
13	O=C(c1cccn2c(=O)c3cc(Br)ccc3nc12)N1CCN(c2ccccn2)CC1	-0.4	-13	106	28	2	4	-7	8	98
14	O=C(O)c1cccc2c(-c3ccccc3)c(-c3ccccc3)[nH]c12	-2.8	-10	84	23	-6	-3	-5	·	91
15	CCOC(=O)c1c(NC(=O)c2cc(-c3ccc(Cl)s3)nc3ccccc23)sc(C(N)=O)c1C	0.7	-8	100	8	-1	8	-8	31	103
16	O=C(OCc1cccc2ccccc12)C1CC(=O)N(c2ccccc2)C1 (stereo unspecified)	3.1	5	99	5	-1	4	4	-10	101
17	Cc1nc(OCc2ccccc2)c2sc3nc4c(cc3c2n1)COC(C)(C)C4	·	-11	·	-7	-5	·	-2	3	·
18	CC1(C)CC(=O)C(C=NCCC2=CCCCC2)=C(O)C1	-2.3	2	93	7	-13	-4	13	17	91
19	Cc1ccc(S(=O)(=O)N2CCCCC2)cc1NC(=O)CNCc1ccco1	1.5	-10	96	12	-2	-8	-6	13	92
20	Cc1cnc(C(=O)Nc2ccc(F)cc2)cn1	-0.2	-18	92	24	2	-2	-2	16	93
21	Cc1ccc(Cl)cc1NS(=O)(=O)c1ccc2oc(=O)ccc2c1	6.2	-1	103	14	-9	6	6	10	101
22	Clc1cccc(NCc2cn3cccnc3n2)c1	1.1	-2	85	16	-2	-9	3	-2	94
23	COc1ccc(NC(=O)Nc2nnc(C(C)C)s2)cc1	-0.8	-1	99	10	-12	0	-7	29	99
24	COc1ccc(/C=N/Nc2nccnc2Cl)c(OC)c1	-2.3	5	98	54	-5	-2	-9	9	99
25	CC(=O)c1sc(Nc2nc3cc4c(cc3s2)OCO4)nc1C	·	4	103	-8	-3	0	-14	6	104
26	Cc1ccccc1NC(=S)N1CCC(NC(=O)c2ccco2)CC1	0.4	-4	87	-5	5	-7	-11	4	101
27	Cc1cc(C)n(C(=O)CSc2nc3ccccc3o2)n1	0.2	-3	92	29	-4	2	3	11	91
28	NC(=O)C(c1ccc(Br)cc1)c1ccc(C(=O)c2ccccc2)cc1 (stereo unspecified)	10	2	101	·	-28	4	8	11	104
29	Cc1cc(NC(=O)C2CCN(S(=O)(=O)c3cccs3)CC2)no1	-0.1	-4	95	10	-14	-6	2	6	95
30	CC1=C(C(=O)N2CCOCC2)C(c2ccc(-c3ccccc3)cc2)NC(=S)N1 (stereo unspecified)	0.0	0	96	0	-14	-3	11	-15	99
31	COc1ccc(N2CCN(C(=O)CSc3nnc(CNc4ccccc4)o3)CC2)cc1	8.9	3	101	-10	-39	2	-2	-67	102
32	O=C(COc1cccc2cccnc12)N1CCc2ccccc2C1	-0.6	1	103	-113	-19	2	-2	3	104
33	Cc1cc(C)nc(/N=C(\N)Nc2ccc(-c3ccccc3)cc2)n1	23*	-3	109	32	7	8	65*	21	108
34	CC(=O)Oc1ccccc1-c1nc(C)nc(N(C)C(C)=O)n1	-1.7	-6	98	-17	-3	-4	-6	2	92
35	COc1cccc(N2C(=O)C3C(C2=O)C3(c2ccccc2)c2ccccc2)c1 (stereo unspecified)	-2.6	0	100	23	-29	7	-10	32*	101
36	COc1cccc(/C=N/NC(=O)c2ccc3nc[nH]c3c2)c1O	-0.8	12	96	16	-6	-14	-1	9	90
37	COc1ccc(-c2cc(C(=O)Nc3ccc(S(=O)(=O)Nc4ncccn4)cc3)c3ccccc3n2)cc1	1.6	-3	97	16	-12	-1	-20	3	101
38	COC(=O)CSc1nnc(Cc2ccccc2)n1-c1ccc(C)cc1	0.3	7	91	7	-29	4	-4	1	105
39	COc1ccccc1NS(=O)(=O)c1ccc(NC(=O)c2nc3ncccn3n2)cc1	·	-1	109	12	-3	7	-7	4	101
40	O=C(CN(Cc1ccco1)C(=O)Cn1nnc(-c2cccs2)n1)NCc1ccccc1	-0.3	-8	106	18	-4	8	7	10	110
41	O=C(Cc1ccc(Br)cc1)NC1CCCc2ccccc21 (stereo unspecified)	-2.0	8	96	30	-20	-1	20	6	100
42	Cc1ccc(-c2noc(CN(C(=O)c3cccs3)C(C)C)n2)cc1	0.4	-6	97	-13	-29	-3	-4	7	95
43	Cc1ccc(S(=O)(=O)NCC(C)NS(C)(=O)=O)cc1 (stereo unspecified)	0.6	1	95	6	-3	-3	7	16	97
44	CCOc1ccc(C(C(=O)NC2CCCC2)N(C(=O)CNC(=O)c2ccco2)c2cccnc2)cc1 (stereo unspecified)	-0.5	6	95	45	-36	2	-22	-19	101
45	O=C(NC1CCCCC1)C1CCN(S(=O)(=O)c2cccc3nonc23)CC1	-0.2	-6	101	24	-5	-2	-1	10	101
46	COc1cccc(CNC(=O)CCC2CCCN(C(=O)CCn3cncn3)C2)c1 (stereo unspecified)	0.5	1	85	19	-3	-5	-12	3	92
47	CCOC(=O)c1ccc(NC(=O)NNC(=O)CCc2ccc(OC)cc2)cc1	·	-1	95	18	-24	-4	-1	6	99
48	CC(C)Oc1nnnn1-c1ccccc1	-0.4	5	104	11	2	5	1	3	100
49	CCCN(Cc1ccccc1)C(=S)Nc1ccc(F)cc1	-2.1	0	108	0	-8	6	-9	-4	104
50	O=C(NCc1ccc(F)cc1)c1ccc2c(c1)S(=O)(=O)c1ccccc1C2=O	13	·	97	·	·	-2	·	·	92

One compound at a time, from the list above. Order of screens: OXTR ag	M18AAP inhibitor	MEKK2 WT-MEK5	PHOSPHO1 inh	FID counter	MEKK2mut PB1 HTS	GPR7 antag	NALP1 inh	MEKK3 PB1 HTS
Record of O=C(Cc1ccc(Br)cc1)NC1CCCc2ccccc21 (stereo unspecified) → -2.0	8	96	30	-20	-1	20	6	100
Record of Cc1cc(C)nc(/N=C(\N)Nc2ccc(-c3ccccc3)cc2)n1 → 23*	-3	109	32	7	8	65*	21	108
Record of CCOC(=O)c1ccc(NC(=O)NNC(=O)CCc2ccc(OC)cc2)cc1 → ·	-1	95	18	-24	-4	-1	6	99
Record of COc1cccc(N2C(=O)C3C(C2=O)C3(c2ccccc2)c2ccccc2)c1 (stereo unspecified) → -2.6	0	100	23	-29	7	-10	32*	101
Record of Cc1cc(NC(=O)C2CCN(S(=O)(=O)c3cccs3)CC2)no1 → -0.1	-4	95	10	-14	-6	2	6	95

The list goes on:
nr	compound	OXTR ag	M18AAP inhibitor	MEKK2 WT-MEK5	PHOSPHO1 inh	FID counter	MEKK2mut PB1 HTS	GPR7 antag	NALP1 inh	MEKK3 PB1 HTS
51	O=c1c2ccccc2oc2cc(NCCCN3CCOCC3)ccc12	0.4	-11	105	10	6	0	-4	-5	103
52	CC(C)C(=O)Nc1nc2cc3c(cc2s1)OCCO3	-0.8	-2	94	18	-4	-2	-12	·	102
53	O=C(Nc1cccc([N+](=O)[O-])c1)N1CCCCCC1	-0.3	5	104	47	-3	4	0	14	102
54	CCOc1ccc(C2CC(c3ccc(CC)cc3)n3nc(N)nc3N2)cc1 (stereo unspecified)	0.5	-11	96	62*	-34	-1	7	23	102
55	CCCS(=O)(=O)Nc1cc(C(F)(F)F)ccc1OCCOC	0.1	-7	105	-4	-10	4	-7	-6	107
56	COc1ccc(C)cc1NC(=O)NCc1ccco1	-0.7	2	104	61*	2	7	-11	8	104
57	Cc1oc2c(CN3CCOCC3)c(O)ccc2c(=O)c1-c1ccc(Cl)cc1	-2.5	-10	44*[inhibitor]	39	-6	-16	9	19	38*[inhibitor]
58	Cc1ccc(S(=O)(=O)N(C)C)cc1NC(=O)c1cc(=O)c2ccccc2o1	3.2	-2	97	19	-19	-2	-2	-12	101
59	CCOC(=O)C1=C(CBr)NC(=O)NC1C (stereo unspecified)	0.6	-7	96	-48	2	-2	-10	9	100
60	O=C(Nc1ccc2nc(-c3cccnc3)[nH]c2c1)C1CCCCC1	-0.4	-1	105	-13	-12	15	-13	5	106
61	CCOC(=O)C1CCN(S(=O)(=O)c2cccc(-c3csc(C)n3)c2)CC1	4.4	-2	110	-1	-14	5	-6	-6	108

The order is random. About 6.2% of those tested had a hit in this group.
